XiGFP reactiv – activators of X-chromosome reactivation in mouse fibroblasts; XiGFP mouse fibroblasts, % GFP-positive cells imaging, 3 d; cells co-treated with 5-aza-dC sensitizer; scaled so ellipticine positive control = 100%; activation, % at 7.58 µM; 360,000 tested, 0.055% active; AID 743238;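 active = mean normalized replicate activation at least 10% and every replicate at or above 10%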;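 note: 0% = median of on-plate neutral control wells and 100% = ellipticine 6 µM median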
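System: 68-5-11 XiGFP fibroblast line; Timing: 3 days compound exposure; Compound dosing: one concentration, pinned; Benchmarks: positive control ellipticine, 6 µM final; Buffer or medium: DMEM containing 5-aza-dC.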
RAD54 inh – inhibitors of human RAD54 branch migration | Q92698 | RAD54 Holliday junction branch migration, FAM/BHQ fluorescence | inhibition, % at 10.4 µM | 360,000 tested, 0.14% active | AID 602329;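 active = mean normalized replicate activity at least 40 and at least half of replicates scoring 40 or more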;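 note: 0% = median of neutral control wells and 100% = median of positive control wells; inhibitors cause a drop in the FAM fluorescence signal; in these data hits start at about 50%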
ERAP1 inh – ERAP1 (human) enzyme inhibition; Q9NZ08; recombinant ERAP1, Leu-AMC fluorescence, 60 min; inhibition, % at 10.7 µM; 340,000 tested, 0.15% active; AID 652197;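 active = mean replicate inhibition of at least 30%, or all replicates individually reaching that 30% level; inactive = mean below 30% and not every replicate reaching it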;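 note: 0% = neutral control wells and 100% = L-leucinethiol positive control wells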
RAD52 inh – inhibitors of human RAD52 DNA annealing; 360,000 tested, 0.46% active; AID 651710; recombinant RAD52 DNA annealing, FRET fluorescence; inhibition, % at 18.7 µM; P43351;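 active = every replicate showing at least 50% inhibition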
Target sequence (P43351 whole entry, looked up): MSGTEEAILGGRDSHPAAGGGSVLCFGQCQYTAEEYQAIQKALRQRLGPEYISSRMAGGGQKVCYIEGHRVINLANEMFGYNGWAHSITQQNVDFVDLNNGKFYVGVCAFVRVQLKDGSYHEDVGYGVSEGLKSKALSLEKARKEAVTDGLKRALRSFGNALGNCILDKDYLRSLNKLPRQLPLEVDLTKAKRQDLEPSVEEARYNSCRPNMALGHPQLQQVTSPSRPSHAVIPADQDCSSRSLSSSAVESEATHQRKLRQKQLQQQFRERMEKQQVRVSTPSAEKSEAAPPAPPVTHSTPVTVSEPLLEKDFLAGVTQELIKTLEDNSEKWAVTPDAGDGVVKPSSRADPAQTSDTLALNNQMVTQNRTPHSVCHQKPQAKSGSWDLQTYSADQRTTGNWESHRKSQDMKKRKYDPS
esBAF inh – SWI/SNF esBAF complex inhibition; 350,000 tested, 2% active; mouse ES cells, Bmi1-luciferase knock-in reporter, 24 h; 100% = twice the neutral-well signal; reporter increase, % at 12.5 µM; AID 602393; in the data active = activation above about 40%;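 note: 0% = median of the plate's neutral control wells and 100% = double that signal; a rise in the Bmi1 reporter signal indicates esBAF inhibition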
CFTR F508del cor – correctors of CFTR F508del function in bronchial epithelial cells; AID 720511; activity (quench increase), % at 7.58 µM; CFBE cells, YFP halide quenching; stimulated with forskolin plus potentiator P3; % fluorescence drop versus neutral controls; 350,000 tested, 0.36% active;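 active = mean added fluorescence quench of at least 8% versus neutral control, with both replicates also reaching 8%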;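 note: cells transiently co-express mutant CFTR-F508del with the halide-sensitive YFP; corrector assay measuring rescue of mutant channel to the surface after 24 h compound exposure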
ARNT TACC3 PPI – ARNT/TACC3 interaction disruption | Q9Y6A5 | AlphaScreen His-ARNT PAS-B/GST-TACC3 binding, luminescence; TACC3 fragment carries E629A point mutation | inhibition, % at 9.99 µM | 390,000 tested, 0.66% active | AID 623870;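 active = mean inhibition of replicates at least 50% and at least half of replicates each reaching 50%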;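 note: 0% = complete ARNT plus TACC3 wells and 100% = ARNT alone without TACC3; many hits fall short of the cut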
INS-1E GSIS act – primary screen for activators of insulin secretion dependent on glucose, INS-1E cells, GLuc reporter luminescence; INS-1E GLuc reporter insulin secretion, 2-3 h; activation, % at 16.6 µM; 370,000 tested, 0.61% active;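 active = lowest replicate activation of at least 40%, so every replicate reaches that level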;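 note: 0% = median of neutral control wells and 100% = median of IBMX positive control wells; some compounds called inactive have numbers as strong as hits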
* hit, by the source's call; i = inactive; . = no result given; & = joins results of further samples.

Sample of the layout, 5 compounds:
SMILES	XiGFP reactiv	RAD54 inh	ERAP1 inh	RAD52 inh	esBAF inh	CFTR F508del cor	ARNT TACC3 PPI	INS-1E GSIS act
Cc1noc(C)c1NC(=O)N(C)C[C@@H]1OCCCC[C@@H](C)Oc2ccc(NS(C)(=O)=O)cc2C(=O)N([C@@H](C)CO)C[C@H]1C	0.0	-5	.	.	-5	0.1	7	10
CO[C@H]1CN(C)C(=O)c2ccc(NC(=O)C3CCOCC3)cc2OC[C@H](C)N(C(C)=O)C[C@H]1C	0.0	1	0	-5	-1	-2.4	-8	15
Cc1nc(-c2ccccc2)sc1C(=O)NS(=O)(=O)c1ccc(CN2CCN(c3ccccc3)CC2)cc1	0.0	.	.	-21	.	-1.6	.	-17
C/C1=C\CCC2C(/C=C(\C)CC1)OC(=O)C2CN1CCCCC1 (centres undefined)	0.1	3	4	-41	-9	-2.6	6	-8
O=C(CSc1n[nH]c(=O)[nH]c1=O)c1ccc(Cl)cc1Cl	0.2	.	1	0	.	-0.1	-14	-4

This part in full, repeating the preview:
SMILES	XiGFP reactiv	RAD54 inh	ERAP1 inh	RAD52 inh	esBAF inh	CFTR F508del cor	ARNT TACC3 PPI	INS-1E GSIS act
Cc1noc(C)c1NC(=O)N(C)C[C@@H]1OCCCC[C@@H](C)Oc2ccc(NS(C)(=O)=O)cc2C(=O)N([C@@H](C)CO)C[C@H]1C	0.0	-5	.	.	-5	0.1	7	10
CO[C@H]1CN(C)C(=O)c2ccc(NC(=O)C3CCOCC3)cc2OC[C@H](C)N(C(C)=O)C[C@H]1C	0.0	1	0	-5	-1	-2.4	-8	15
Cc1nc(-c2ccccc2)sc1C(=O)NS(=O)(=O)c1ccc(CN2CCN(c3ccccc3)CC2)cc1	0.0	.	.	-21	.	-1.6	.	-17
C/C1=C\CCC2C(/C=C(\C)CC1)OC(=O)C2CN1CCCCC1 (centres undefined)	0.1	3	4	-41	-9	-2.6	6	-8
O=C(CSc1n[nH]c(=O)[nH]c1=O)c1ccc(Cl)cc1Cl	0.2	.	1	0	.	-0.1	-14	-4
O=C(CCN1C(=O)c2ccccc2C1=O)NCc1ccc(F)cc1	0.1	2	2	-7	-5	-2.1	3	1
NC(=S)NNC(=O)/C(=C/c1ccc(Br)cc1)NC(=O)c1ccccc1	0.0	7	6	-7	-1	0.1	14	-4
Cc1noc(C)c1S(=O)(=O)N(C)C[C@H]1OCCCC[C@H](C)Oc2ccc(NC(=O)c3ccccc3)cc2C(=O)N([C@@H](C)CO)C[C@H]1C	-0.8	1	1	-40	-3	0.7	-8	-18
COc1cc(NC(=O)c2nccnc2C(=O)O)cc(OC)c1	-0.1	13	-7	9	-8	-0.9	0	.
O=c1cc(Nc2ccc3c(c2)OCCO3)[nH]c(=O)n1Cc1ccc(F)cc1	.	-9	7	-6	-4	1.5	0	17
C[C@H](CO)N1C[C@H](C)[C@@H](CN(C)C(=O)c2ccc(F)cc2)OCc2ccccc2-c2ccccc2C1=O	0.6	6	1	5	-1	1.4	10	2
Cc1c(-c2cc(C(=O)O)on2)cnn1C	0.0	5	0	-15	1	-1.1	-12	4
CCn1nnnc1NCc1ccc(SC)cc1	0.0	6	4	-9	-6	0.5	-5	14
COc1ccc(C(CC(=O)Nc2ccccn2)N2Cc3ccccc3C2=O)cc1OC (centres undefined)	0.0	5	1	16	0	0.9	1	14
O=C(Nc1ccc(-c2ccc(N3CCCCC3)nn2)cc1)c1ccco1	0.3	8	1	-41	60*	0.4	5	8
Cc1ccc(C)c2[nH]c(=O)c(CCNC(=O)CC(C)C)cc12	-0.1	7	-4	-11	-3	5.0	-4	11
Cc1cc(-c2ccccc2)nc2cc(C(=O)OC(C)C)nn12	0.1	-9	0	-13	1	1.3	-25	.
COc1ccc(C(=O)NC2CCCc3c2cnn3-c2ccccc2F)cc1OC (centres undefined)	0.2	3	-1	-10	-10	-1.7	0	-20
CN1C(=O)c2cc(NC(=O)c3ccc(F)c(F)c3)ccc2OC[C@H]2O[C@H](CC(=O)O)CC[C@@H]21	0.3	.	.	.	3	-0.1	.	2
O=C(Nc1nnc(SCCC2OCCO2)s1)C1CC(=O)N(c2ccccc2)C1 (centres undefined)	0.0	-3	6	-21	-8	-0.2	-4	-4
O=C(c1ccco1)N1CCN(Cc2nc(Cc3ccccc3)no2)CC1	0.0	.	-4	-13	.	0.1	-2	1
CN(C)C(=O)c1ccc(-c2ccc(C3[C@@H]4CN(C(=O)Nc5ccccc5)C[C@H]3N4)cc2)cc1 (some centres undefined)	0.2	.	0	12	.	-1.9	.	-5
C[C@@H]1CN([C@H](C)CO)C(=O)c2cc(NC(=O)C3CC3)ccc2O[C@@H]1CN(C)S(=O)(=O)c1cn(C)cn1	0.0	5	-1	2	-3	-1.6	-11	8
Cc1nc(-c2ccc(S(=O)(=O)Nc3ccc(Br)cc3Cl)s2)cs1	0.0	0	2	-19	-3	-3.1	-3	.
CCOC(=O)c1c[nH]c2ccc([N+](=O)[O-])cc12	0.1	-3	0	-7	5	2.5	1	-3
SMILES	XiGFP reactiv	RAD54 inh	ERAP1 inh	RAD52 inh	esBAF inh	CFTR F508del cor	ARNT TACC3 PPI	INS-1E GSIS act
COc1ccc2oc(C(=O)OCC(=O)Nc3cccc(S(=O)(=O)N4CCOCC4)c3)c(C)c2c1	2.4	-2	4	-23	1	-3.4	-5	6
Cc1ccc(OC(=O)c2ccc(Cl)c([N+](=O)[O-])c2)cn1	0.1	-4	0	-7	-1	-0.7	-8	0
O=C(CN1CCc2cc3c(cc2C1)OCCCO3)Nc1ccc(S(=O)(=O)N2CCCC2)cc1	0.3	13	1	-16	2	-1.3	-3	.
C/C=C/c1ccc(C2[C@H]3CNC[C@@H]2N3S(=O)(=O)c2cccc(OC)c2)cc1 (some centres undefined)	0.1&0.0	.	0&-1	10&14	.	1.1&0.9	.	16&17
O=C(NCC[C@@H]1CC[C@@H](NC(=O)C2CCCCC2)[C@@H](CO)O1)c1cc(Cl)cc(Cl)c1	-0.1	-26	-2	-1	2	1.0	.	9
Cc1nnsc1S(=O)(=O)Cc1ccccc1C(F)(F)F	0.1	6	-3	-9	0	-4.8	-4	-4
CCCCn1c(N)c(N(CCOC)C(=O)c2cc(S(=O)(=O)N3CCOCC3)ccc2Cl)c(=O)[nH]c1=O	0.2	-1	0	-16	-2	-1.2	9	-6
CC=Cc1ccc2n(c1=O)C[C@@H]1[C@@H](CO)[C@H](C(=O)NCC3CC3)N(Cc3cccnc3)[C@H]21 (mixture of isomers)	0.2	-4	-2	-21	0	-0.4	-6	2
COc1ccc(S(=O)(=O)NNC(N)=S)cc1	0.1	.	-1	4	.	-4.6	-1	-18
COCc1cccc(-c2csc(C(O)c3ccc(OC)cc3)n2)c1 (centres undefined)	0.4	-6	3	8	1	0.6	.	.
Cc1ccccc1C(=O)Nc1c2c(nc3ccccc13)CCCC2	0.0	0	0	-9	.	.	-1	6
CC1CCN(c2nc(/C=C/c3ccccc3)nc3ccccc23)CC1	0.0	.	0	-14	.	2.8	5	11
CCOc1ccc(NC(C)=O)cc1	-0.1	10	-3	-9	0	-2.0	-1	8
CCSC1=NCCN1C(=O)c1c(-c2ccccc2Cl)noc1C	-0.1	.	1	-22	.	-0.8	1	20
CCN(C[C@H]1N[C@@](C)(C(=O)OC)[C@H]2C(=O)N(C)C(=O)[C@@H]12)S(=O)(=O)c1ccc(-c2ccccc2)cc1	0.3	-11	-1	-8	-3	1.8	0	-11
O=C(c1ccncc1)N1CC(=O)N2[C@@H](CO)[C@H](c3ccc(-c4ccccc4)cc3)[C@@H]2C1	0.0	.	3	-18	.	0.7	.	2
C[C@@H]1CN([C@H](C)CO)S(=O)(=O)c2ccc(C#C[C@@H](C)O)cc2O[C@@H]1CN(C)Cc1cncnc1	0.0	-4	-3	-6	-6	2.3	-6	18
CCOc1cc(/C=C2\SC(=S)N(NS(=O)(=O)c3ccc(C)cc3)C2=O)ccc1O	0.2	-109	-1	i	.	-1.0	3	.
COCc1cn(CC[C@H]2CC[C@@H](NC(=O)Nc3c(C)noc3C)[C@H](CO)O2)nn1	-0.1	3	-1	-5	-1	-2.0	-14	4
C[C@H]1CN([C@@H](C)CO)C(=O)c2cc(NC(=O)CCN3CCOCC3)ccc2O[C@H]1CN(C)Cc1ccc(Cl)c(Cl)c1	0.2	0	-1	-10	1	1.5	-9	2
COc1ccccc1/C=C/C=N/NC(=O)c1ccco1	0.3	10	-3	-4	.	-1.0	-3	5
CCC1CCC2(CC1)NC(=O)N(CC(=O)NCc1ccc(Cl)cc1)C2=O (centres undefined)	0.4	-8	-5	-18	-2	1.8	-3	0
COc1ccc(CCC(=O)OCC(=O)N2CCN(S(=O)(=O)c3ccc(C)cc3C)CC2)cc1	0.1	-2	0	-7	-2	0.0	.	-1
Cc1noc(C)c1C(=O)OCC(=O)N1CCN(S(=O)(=O)c2ccc3ccccc3c2)CC1	-0.1	0	0	-13	-5	-2.6	0	0
CC(C)CCNC(=O)C(c1ccc(O)cc1)N(C(=O)C1COc2ccccc2O1)c1cccc(O)c1 (centres undefined)	0.1	.	4	-21	.	1.7	-14	-22
SMILES	XiGFP reactiv	RAD54 inh	ERAP1 inh	RAD52 inh	esBAF inh	CFTR F508del cor	ARNT TACC3 PPI	INS-1E GSIS act
COc1ccc(C#Cc2ccc([C@@H]3[C@@H](CO)N4CCCCN(C)C[C@H]34)cc2)cc1	0.0	2	-1	44	22	0.4	8	13
C=C(C)/C=N/NC(=S)Nc1ccc(S(=O)(=O)N2CCOCC2)cc1	0.0	1	4	-11	.	-0.5	4	-4
Cc1ccc2cccc(S(=O)(=O)N3CCCc4ccccc43)c2n1	1.0	-2	1	5	-9	-0.8	-5	11
Cc1ccccc1S(=O)(=O)N1CC(=O)N2[C@H](CO)[C@H](c3ccc(C#CCN(C)C)cc3)[C@H]2C1	0.3	.	4	7	.	0.5	.	13
COc1cc2[nH]c3c(=O)n4c(nc3c2cc1OC)SCCC4	0.1	.	-1	1	39	1.4	-8	0
Cc1cccn2c(=O)c3cc(C(=O)NCCN4CCOCC4)n(C)c3nc12	0.2	16	-14	-37	.	-0.8	-1	25
Cc1ccc(NC(=O)NC(=O)COc2c(F)c(F)cc(F)c2F)c(C)c1	0.9	-2	4	-6	-2	0.8	-4	9
CC(C)c1cc(N2CCC(=O)NC2=O)cc(C(=O)O)c1O	0.1	2	.	.	-2	.	-2	2
C=CCN(c1ccccc1)S(=O)(=O)c1cccc2cccnc12	0.0	.	.	-30	0	1.4	-61	-13
O=C(Nc1ccc2c(c1)CCC2)Nc1ccccc1F	0.1	0	3	-10	5	-3.4	-12	-9
[O-][n+]1c2ccccc2c2n1CCCN=C2c1ccc(Cl)cc1	0.0	-4	5	12	.	-1.5	0	.
Cc1ccc(S(=O)(=O)N2[C@H](CC(=O)c3ccc(Cl)c(Cl)c3)OC[C@@H]2C)cc1	-0.1	.	4	-9	.	-0.2	.	-6
CCCCCC(=O)NC(=S)Nc1ccc2oc(=O)ccc2c1	-0.2	.	-1	-14	.	3.0	-4	14
CCn1c(SCC(=O)Nc2nc(C)c(C)s2)nnc1-c1cccnc1	.	-5	0	7	-7	2.9	12	1
C=CCn1cnc2c(oc3ccccc32)c1=O	0.2	0	0	-11	11	0.1	3	20
C[C@@H]1CN([C@H](C)CO)C(=O)c2cccc(NC(=O)c3ccc(-c4nccs4)cc3)c2O[C@H]1CN(C)C	0.0	14	-1	-11	15	0.1	-2	9
CN1CCN(CCCNC(=O)c2cc3c(=O)n(C)c4ccccc4c3s2)CC1	0.0	63*	7	62*	-4	0.4	2	.
O=Nc1c(O)n(Cc2c(Cl)cccc2Cl)c2ccccc12	0.1	.	11	-8	.	.	-2	1
CN1C(=O)c2cc(NC(=O)C3CCOCC3)ccc2OC[C@H]2O[C@@H](CC(=O)NCC3CC3)CC[C@H]21	0.1	1	-1	-5	-2	-3.9	-5	5

Screening data as filed in PubChem BioAssay.
